HIF act: HIF pathway transcriptional activation; U2OS HRE-luciferase reporter, luminescence; normalized: DMSO 0%, desferrioxamine 100%; activation, % at 7.5 µM (by protocol); hit rate 0.32% among 300,000; AID 1910;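 active = mean activation of at least 10% of the iron chelator positive control signal, with at least half of replicates also reaching 10%; inconclusive = mean and replicate majority disagree about reaching 10%; inactive = mean and most replicates under 10%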
MrgX1 agonist: agonists of human MrgX1 receptor; Q96LB2; MrgX1-HEK293 cells, Fluo-4 calcium fluorescence, agonist mode; hits give high values; B-score at 10 µM; hit rate 0.44% among 310,000;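 active = calcium response B-score plate-corrected fluorescence ratio at least 3 library SD, with starting fluorescence B-score inside 5 SD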
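Material: HEK293 cells stably expressing human MrgX1 receptor | Quantity: 15,000 cells per well | Times: Cells plated overnight, dye loaded 0.5 h 37 °C, 0.5 h room temperature | Measured by: Kinetic Fluo-4 NW fluorescence of intracellular calcium | Control set: Positive and negative controls per plate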
RGS4 inh: inhibitors of human RGS4. B-score at 10 µM. P49798. HEK293 M3R/RGS4 inducible, Fluo-4 calcium flux; hits give high values; triggered by carbachol at its EC20. AID 463165. hit rate 0.45% among 310,000;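 active = B-score, a plate-corrected calcium signal, over three deviations above library mean, with baseline fluorescence within five deviations of library mean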;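 note: RGS4 expression induced by doxycycline in cells with stable M3 receptor; B-score is computed from the integrated fluorescence ratio over baseline after carbachol; higher B-score means a larger calcium signal and so more RGS4 inhibition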
TRPC6 activator: activates the mouse TRPC6 cation channel. HEK293-TRPC6 membrane potential dye fluorescence; hits give high values. B-score at 10 µM. hit rate 0.13% among 310,000. AID 2550;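 active = B-score of the integrated fluorescence ratio above library mean plus 3 SD, and starting fluorescence ratio within library mean plus 5 SD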;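 note: higher score means more depolarization so channel activation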
RGS4 pot: potentiators or activators of RGS4 | HEK293 M3R/inducible RGS4, carbachol calcium flux Fluo4; hits give low values | B-score at 10 µM | hit rate 0.92% among 310,000;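 active = B-score of the integrated calcium signal more than 4 SD below the library mean, with starting fluorescence not abnormally high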;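 note: negative B-score means reduced calcium response which marks RGS4 activation or potentiation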
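Detection: kinetic calcium fluorescence imaging with Fluo4-AM dye, 2 µM / Material: HEK293 cells with stable M3R and inducible RGS4 / Schedule: recording 10 s baseline at 1 Hz, 100 s post-agonist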
MrgX1 allo act: allosterically activates human MrgX1 receptor signaling; B-score at 10 µM; MrgX1-HEK293, Fluo-4 calcium flux, FDSS; hits give high values; AID 588675; hit rate 0.63% among 310,000; Q96LB2;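 active = plate-corrected calcium response at least 3 library SD above typical, normal starting fluorescence, not activating the receptor alone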;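 note: compound read alongside a low EC10 to EC30 dose of BAM8-22 agonist; peak minus trough fluorescence over baseline measured at the second addition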
MrgX1 antag: human MrgX1 receptor antagonism, primary screen. B-score at 10 µM. MRGX1-HEK293 calcium flux, Fluo-4, BAM8-22 antagonism; hits give low values. hit rate 1.3% among 310,000. Q96LB2;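 active = calcium-response B-score plate-corrected more than 3 library SD below zero, starting fluorescence within 5 deviations, no agonist response on first addition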;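 note: peak minus trough fluorescence over baseline after final BAM8-22 challenge near maximal dose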
TRPC4 block: TRPC4 (mouse) channel inhibition; Q9QUQ5; HEK293 TRPC4beta/mu-opioid, DAMGO-evoked Fluo4 calcium flux; hits give low values; B-score at 10 µM; hit rate 0.39% among 300,000;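 active = B-score over 3 SD under the library average, no early fluorescence shift, positive overall ratio signal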
Target sequence (Q9QUQ5 whole entry, looked up): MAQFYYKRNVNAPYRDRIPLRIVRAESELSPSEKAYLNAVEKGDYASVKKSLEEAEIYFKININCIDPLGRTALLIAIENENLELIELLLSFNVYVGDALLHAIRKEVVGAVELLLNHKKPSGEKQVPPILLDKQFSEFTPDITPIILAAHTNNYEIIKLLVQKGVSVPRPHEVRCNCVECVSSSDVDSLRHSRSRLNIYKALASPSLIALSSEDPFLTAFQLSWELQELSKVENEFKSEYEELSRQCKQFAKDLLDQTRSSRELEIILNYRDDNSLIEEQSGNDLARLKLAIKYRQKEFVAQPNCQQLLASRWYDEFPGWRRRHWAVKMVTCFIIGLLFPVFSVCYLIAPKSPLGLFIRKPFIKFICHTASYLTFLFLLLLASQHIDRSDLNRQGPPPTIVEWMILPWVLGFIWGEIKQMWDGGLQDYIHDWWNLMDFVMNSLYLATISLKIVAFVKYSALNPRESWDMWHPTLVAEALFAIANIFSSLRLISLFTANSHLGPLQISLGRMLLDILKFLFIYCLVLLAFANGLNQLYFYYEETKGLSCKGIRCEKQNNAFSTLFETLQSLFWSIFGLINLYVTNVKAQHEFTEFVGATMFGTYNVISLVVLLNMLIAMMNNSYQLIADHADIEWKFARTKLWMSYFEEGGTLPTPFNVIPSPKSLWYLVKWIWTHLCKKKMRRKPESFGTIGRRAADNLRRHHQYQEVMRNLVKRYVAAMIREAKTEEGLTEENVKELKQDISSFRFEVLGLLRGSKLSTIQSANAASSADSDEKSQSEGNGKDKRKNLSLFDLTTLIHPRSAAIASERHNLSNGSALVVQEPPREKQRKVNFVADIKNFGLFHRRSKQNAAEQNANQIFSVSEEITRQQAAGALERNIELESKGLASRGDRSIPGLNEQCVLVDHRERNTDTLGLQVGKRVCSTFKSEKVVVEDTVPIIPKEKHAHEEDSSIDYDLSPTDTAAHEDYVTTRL
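material = TRPC4beta/mu-opioid receptor HEK293 cell line | probe or stimulus = sequential submaximal and maximal DAMGO stimulation | compound dosing = one concentration per compound | measured by = Fluo4 Ca2+ flux fluorescence | evaluation = integrated fluorescence ratio relative to baseline, converted to per-well B score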
TRPC6 inhibitor: mouse TRPC6 channel inhibition. Q61143. HEK293-TRPC6, membrane potential dye, ACh-evoked depolarization; hits give low values. B-score at 10 µM. hit rate 1.1% among 310,000. AID 2553;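 active = B-score under library mean minus 3 SD, initial fluorescence not abnormally high, positive integrated signal ratio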;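 note: B-score derived from integrated fluorescence ratio over the kinetic read; more negative B-score means stronger inhibition of depolarization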
SKKanGAS inh: inhibitors of SKKanGAS S. pyogenes growth in kanamycin (SK-promoter or general growth effect) | hit rate 1.3% among 300,000 | AID 1662 | BacTiter-Glo, 6 h | inhibition, % at 7.5 µM;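 active = mean replicate score, as percent of positive control median, at least 50; inconclusive = mean below 50 but one replicate at or above 50; inactive = mean and every replicate below 50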;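 note: strain carries kanamycin resistance gene driven by streptokinase promoter and grows in 40 µg/ml kanamycin; loss of luminescence reflects streptokinase promoter inhibition or plain growth inhibition; 0% = median of DMSO wells and 100% = positive control at its reference dose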
Platelet DG rel: platelet dense granule release activity; inhibition, %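 (compounds screened at 7.5 µM in platelet-rich plasma)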; hit rate 0.22% among 300,000; human platelet-rich plasma, SFLLRN dense granule ATP release, luminescence; AID 1663;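 active = mean replicate score, as percent of positive control, at or above 50; inconclusive = mean below 50 but at least one replicate at or above 50; inactive = mean and every replicate below 50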
* = called active by the depositor; i = inactive; ? = inconclusive.

SMILES	HIF act	MrgX1 agonist	RGS4 inh	TRPC6 activator	RGS4 pot	MrgX1 allo act	MrgX1 antag	TRPC4 block	TRPC6 inhibitor	SKKanGAS inh	Platelet DG rel
COc1ccc(CNC(=S)Nc2ccc(S(N)(=O)=O)cc2)cc1	-1.0	i	i	i	i	i	i	i	i	-2	1
CC(=O)c1cccc(NC(=O)c2ccccc2-c2ccccc2C(=O)O)c1	0.0	i	i	i	i	i	i	i	i	2	-6
CC(C)CCN1CCN(Cc2cccc3cccnc23)CC1CCO (centres undefined)	0.2	i	i	i	i	i	i	i	i	-12	1
CCCNC(=O)CCn1cc(-c2ccc(OC)cc2)nc1CCN	-0.1	i	i	i	i	i	i	i	i	0	4
CCc1ccc(-c2cc(C)no2)cc1S(=O)(=O)NCCN1CCC(C)CC1	0.0	i	i	i	i	i	i	i	i	-2	?
COc1ccc(C2OC(=O)CC2C(=O)N2CCN(c3cc(Cl)ccc3C)CC2)cc1OC (centres undefined)	-0.9	i	i	i	i	i	i	i	i	3	-5
COc1ccc(OC)c(NC(=O)CC2SC(=Nc3ccccc3)N(CCc3ccccn3)C2=O)c1 (centres undefined)	0.1	i	i	i	i	i	i	i	i	12	-3
Cc1ccc(C(=O)N2NC(c3ccccc3F)C3C(=O)N(c4cccc(C)c4)C(=O)C32)cc1 (centres undefined)	0.2	i	i	i	i	i	i	i	i	10	-7
O=C(Nc1ccccc1C(=O)NCc1cccnc1)c1cccc([N+](=O)[O-])c1	-0.4	i	i	i	i	i	i	i	i	2	-6
C/C=C\C=C/C(=O)Nc1cccc(C2=NOC3(C2)C[C@@H](C(N)=O)N(C(=O)/C=C/CC)C3)c1 (some centres undefined)	0.2	i	i	i	i	i	i	i	i	8	-9
CCOC(=O)c1nnn(-c2nonc2N)c1-c1ccccc1Cl	-0.9	i	i	i	i	i	i	i	i	1	0
O=S(=O)(c1ccccc1)N(C1=NCCS1)S(=O)(=O)c1ccccc1	-0.4	i	i	i	i	i	i	i	i	-3	4
O=C(CSc1nc2[nH]ncc2c(=O)n1-c1ccc(Cl)c(Cl)c1)NCc1ccccc1Cl	-1.5	i	i	i	i	i	i	i	i	16	0
N#Cc1ccsc1NC(=O)CN1CCN(c2ccccn2)CC1	-0.3	i	i	i	i	i	i	i	i	-2	0
COC(=O)NNC(=O)CCCOc1ccc(Cl)cc1Cl	-0.1	i	i	i	i	i	i	i	i	-8	-2
Cc1cc(N2CCCCC2)nc(N)n1	-0.2	101*	i	i	i	i	i	i	i	-4	-1
CC(C)[C@@H]1N[C@]2(C(=O)Nc3ccccc32)[C@@H]2C(=O)N(c3cccc(C(F)(F)F)c3)C(=O)[C@@H]21	-0.1	i	i	i	i	i	i	i	i	0	2
COc1ccc(/C=C/c2noc(-c3ccccc3OC(C)=O)n2)cc1	0.6	i	i	i	i	i	i	i	i	5	11
CCCCn1c(N)c(N(CCOC)C(=O)c2ccc(-c3ccc(Cl)cc3)o2)c(=O)[nH]c1=O	-0.1	i	i	i	i	i	i	i	i	3	-1
COc1ccc(C(=O)N2CCN(c3ccc(C)cc3C)CC2)cc1OC	0.4	i	i	i	i	i	i	i	i	-5	3
CCOC(=O)N1CCC(NC(=O)c2cccn3c(=O)c4cc(Br)ccc4nc23)CC1	-0.5	i	i	i	i	i	i	i	i	8	2
CCOC(=O)C(C)Oc1c(Br)cc(C2NC(=O)NC(C)=C2C(C)=O)cc1OCC (centres undefined)	-0.4	i	i	i	i	i	i	i	i	-2	5
COc1ccccc1OCCC(=O)Nc1nc(C)cs1	0.0	i	i	i	i	i	i	i	i	3	2
Cc1nc2ccccn2c1C(=O)Nc1ccc2c(c1)OCCO2	-1.0	i	i	i	i	i	i	i	i	-5	-1
CCOC(=O)C1CCN(C(=O)c2sc3nc(-c4ccccc4)cn3c2C)CC1	0.6	i	i	i	i	i	i	i	i	-2	7
Other structures follow.
SMILES	HIF act	MrgX1 agonist	RGS4 inh	TRPC6 activator	RGS4 pot	MrgX1 allo act	MrgX1 antag	TRPC4 block	TRPC6 inhibitor	SKKanGAS inh	Platelet DG rel
Cc1nc2ccc(NC(=O)c3ccc([N+](=O)[O-])cc3)cc2s1	1.9	i	i	i	i	i	i	i	i	-1	0
CN(C(=S)NC1CCCCC1)C1(c2ccccc2Cl)CCCCC1=O (centres undefined)	-0.3	i	i	i	i	i	i	i	i	6	2
O=C(CN1C(=O)NC2(CCCC2)C1=O)NCC1CCCO1 (centres undefined)	-0.7	i	i	i	i	i	i	i	i	-2	0
COc1cc(/C=N/NC(=O)CN2CCCCC2)ccc1OCc1ccccc1	2.9	i	i	i	i	i	i	i	i	1	1
Cc1ccc(CNC(=O)CCSCCC(=O)NCc2ccc(C)cc2)cc1	-0.4	i	i	i	i	i	i	i	i	-14	-1
O=C(COC(=O)c1cc([N+](=O)[O-])ccc1Cl)NC1CCCC1	-0.9	i	i	i	i	i	i	i	i	2	3
Cn1c(N)c(C(=O)COC(=O)CSc2cccc3cccc(Cl)c23)c(=O)n(C)c1=O	-0.5	i	i	i	i	i	i	i	i	-3	0
O=C(COc1ncnc2scc(-c3ccc(F)cc3)c12)NCc1ccco1	-0.3	i	i	i	i	i	i	i	i	-1	-24
CCOC(=O)C1(CCOc2ccccc2)CCN(Cc2ccc3nonc3c2)CC1	-1.5	i	i	i	i	i	i	i	i	0	-1
COc1ccc(NC(=O)c2ccc(Cl)c(S(=O)(=O)N3CCc4ccccc4C3)c2)cn1	-0.5	i	i	i	i	i	-5.5*	i	i	17	0
CCc1nnc(NC(=O)CCC(=O)N2CCN(Cc3ccccc3)CC2)s1	-0.2	i	i	i	i	i	i	i	i	-4	-1
COc1ccc(C(CNC(=O)c2ccc(-c3ccccc3Cl)o2)N2CCOCC2)cc1 (centres undefined)	-0.3	i	i	i	i	i	i	i	i	22	-3
CCN1CCN(C(=O)c2cc(=O)c3cc(C)ccc3o2)CC1	-0.1	i	i	i	i	i	i	i	i	-1	-1
COc1ccccc1C(=O)C1CCCN(C(=O)c2ccc3c(c2)OCCO3)C1 (centres undefined)	-0.1	i	i	i	i	i	i	i	i	2	-2
O=S(=O)(Cc1ccccc1)N1CCC(c2nc(-c3cccs3)no2)CC1	-0.4	i	i	i	i	i	i	i	i	4	9
C/C(=N\NC(=O)CCc1c[nH]c2ccccc12)c1cccc([N+](=O)[O-])c1	0.3	i	i	i	i	i	i	i	i	0	3
CSc1ccccc1OCc1cc(C(=O)N(C)Cc2ccc(C)o2)no1	2.8	i	i	i	i	i	i	i	i	-10	2
COc1ccccc1C(c1nnnn1C(C)(C)C)N1CCN(C(=O)c2ccco2)CC1 (centres undefined)	0.1	i	i	i	i	i	i	i	i	3	4
COC(=O)C(CC(=O)O)NCc1ccco1 (centres undefined)	-0.2	i	i	i	i	i	i	i	i	1	13
Clc1ccc(Br)cc1-c1nc(-c2ccncc2)no1	5.4	i	i	i	i	i	i	i	i	-6	7
O=C(O)C(=O)Nc1ccc(NC(=O)C(c2ccccc2)c2ccccc2)cc1	-27	i	i	i	i	i	i	i	i	0	7
COc1ccc(C(=O)NC(=C(Cl)Cl)S(=O)(=O)c2ccc(C)cc2)cc1	0.0	i	i	i	i	i	i	i	i	8	-9
O=C(NCc1ccco1)c1ccc(S(=O)(=O)N2CCOCC2)cc1	-0.7	i	i	i	i	i	i	i	i	-11	-4
CCOC(=O)c1c(NC(=O)CN2C(=O)C(=O)N(CC(C)C)C2=O)sc(C)c1CC	0.3	i	i	i	i	i	i	i	i	-9	-14
Cc1ccnc(N2C(=O)c3ccccc3C2O)c1 (centres undefined)	0.7	i	i	i	i	i	i	i	i	16	69*
More entries
SMILES	HIF act	MrgX1 agonist	RGS4 inh	TRPC6 activator	RGS4 pot	MrgX1 allo act	MrgX1 antag	TRPC4 block	TRPC6 inhibitor	SKKanGAS inh	Platelet DG rel
COc1ccc(S(=O)(=O)N2CCCCC2)cc1NC(=O)CSc1nccn1C	-0.4	i	i	i	i	i	i	i	i	-2	-6
CN(C)CCCN(Cc1cc2cc3c(cc2[nH]c1=O)OCO3)C(=S)Nc1cccc(Cl)c1	0.4	i	i	i	i	i	i	i	i	-4	-1
Cc1ccc(C(=O)N2CCCC(c3ccccc3)=N2)cc1	0.2	i	i	i	i	i	i	i	i	3	-9
CCn1c(SCc2nc3cc(OC)c(OC)cc3c(=O)[nH]2)nc2ccccc21	-0.4	i	i	i	i	i	i	i	i	-5	-1
COC(=O)N/N=C(\C)c1ccc(OC(F)F)cc1OC(F)F	-0.2	i	i	i	i	i	i	i	i	6	-2
C=C(C)c1cccc(C(C)(C)NC(=O)NNC(=O)c2ccccc2O)c1	-0.2	i	i	i	i	i	i	i	i	-5	-11
CCN(CC)c1ccc(C2CC(=O)Nc3cc(OC)c(OC)cc32)cc1 (centres undefined)	-0.8	i	i	i	i	i	i	i	i	2	0
COc1cc(OC)c2c(=O)cc(-c3cccnc3)oc2c1	-7.2	i	i	i	i	i	i	i	i	-10	-9
COc1ccc(C2C(C#N)=C(N)Oc3n[nH]c(C)c32)cc1CN1CCN(c2ccc(F)cc2)CC1 (centres undefined)	0.1	i	i	i	i	i	i	i	i	-8	-7
COC(=O)c1ccc(CN2CCC(n3nccc3NC(=O)C3CC3)CC2)cc1	0.2	i	i	i	i	i	i	i	i	-2	-2
COc1cccc(CNC(=O)C2CCN(S(=O)(=O)c3ccc4c(c3)OCCO4)CC2)c1	-0.7	i	i	i	i	i	i	i	i	-3	1

Laid out differently: results already given
smiles: COc1cc(OC)c2c(=O)cc(-c3cccnc3)oc2c1
  HIF act: -7.2 | MrgX1 agonist: i | RGS4 inh: i | TRPC6 activator: i | RGS4 pot: i | MrgX1 allo act: i | MrgX1 antag: i | TRPC4 block: i | TRPC6 inhibitor: i | SKKanGAS inh: -10 | Platelet DG rel: -9
smiles: COc1ccc(C2C(C#N)=C(N)Oc3n[nH]c(C)c32)cc1CN1CCN(c2ccc(F)cc2)CC1 (centres undefined)
  HIF act: 0.1 | MrgX1 agonist: i | RGS4 inh: i | TRPC6 activator: i | RGS4 pot: i | MrgX1 allo act: i | MrgX1 antag: i | TRPC4 block: i | TRPC6 inhibitor: i | SKKanGAS inh: -8 | Platelet DG rel: -7

High-throughput results deposited in PubChem BioAssay by several laboratories.
